NPSR antag – neuropeptide S receptor (human) antagonism, cAMP; CHO-NPSR cells, cAMP TR-FRET, antagonist mode; Potency, µM (series often up to 38.3 µM), for inactives: top-dose activity change, negative = inhibition, actives largely listed as inhibitors; 220,000 tested, 1% active; AID 1461; further: potency means the concentration at half of the fitted maximal effect; on the % scale 0 is the no-effect control and ±100 the full control effect; nearly all actives have a fitted effect of over 50% in size; many of its hits are not listed in these tables
Target sequence (Q6W5P4 whole entry, looked up): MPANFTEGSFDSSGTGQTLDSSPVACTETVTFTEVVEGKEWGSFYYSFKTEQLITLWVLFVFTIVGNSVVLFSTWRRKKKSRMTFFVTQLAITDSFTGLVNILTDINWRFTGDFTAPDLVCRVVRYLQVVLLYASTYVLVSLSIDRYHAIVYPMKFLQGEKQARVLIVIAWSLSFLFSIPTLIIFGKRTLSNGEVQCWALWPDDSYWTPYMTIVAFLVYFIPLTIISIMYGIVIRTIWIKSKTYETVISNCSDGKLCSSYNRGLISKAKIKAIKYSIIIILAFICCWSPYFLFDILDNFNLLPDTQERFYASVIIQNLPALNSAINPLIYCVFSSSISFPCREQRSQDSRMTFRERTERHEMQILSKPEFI
Epigenetic derep – epigenetic control regulation, reporter derepression | murine LDR cells, GFP reporter derepression, 30 h | AID 1865 | 280,000 tested, 0.2% active | Potency, µM (highest dose often 53.9 µM), for the others: top-dose GFP activation, usual class: activators; further: potency means the concentration at half of the fitted maximal effect; % of control where 0% means no effect; nearly all actives have a fitted effect of over 60% in size
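GFP-positive cell count by laser-scanning cytometry (objects 20–120 um) after 30 h, 37 C compound exposure of murine LDR cells; reporter is CMV-GFP integrated at a silenced locus, inducible by HDAC or DNMT inhibitors.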
CBFb RUNX1 block – blocks binding between human CBF-beta and RUNX1; Q01196+Q13951; AlphaScreen CBFb-His/RUNX1-biotin binding, biochemical; Potency, µM (top dose mostly 59.8 µM), for the others: top-dose activity, negative = inhibition, usual class: inhibitors; 230,000 tested, under 10 active; further: % of control where 0% means no effect
Target sequence (Q01196 whole entry, looked up): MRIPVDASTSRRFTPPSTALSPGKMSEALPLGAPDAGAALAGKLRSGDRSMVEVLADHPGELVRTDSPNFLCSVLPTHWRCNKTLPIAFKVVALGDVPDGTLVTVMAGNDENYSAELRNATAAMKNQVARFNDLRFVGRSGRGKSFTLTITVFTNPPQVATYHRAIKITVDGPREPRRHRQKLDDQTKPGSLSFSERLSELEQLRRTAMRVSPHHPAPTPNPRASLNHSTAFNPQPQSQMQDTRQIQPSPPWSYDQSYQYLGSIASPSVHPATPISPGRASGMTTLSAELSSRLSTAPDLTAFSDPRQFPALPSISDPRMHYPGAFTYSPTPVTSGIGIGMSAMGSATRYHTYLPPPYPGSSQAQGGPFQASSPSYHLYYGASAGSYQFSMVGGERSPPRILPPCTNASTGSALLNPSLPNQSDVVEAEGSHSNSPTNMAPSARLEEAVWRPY
Target sequence (Q13951 whole entry, looked up): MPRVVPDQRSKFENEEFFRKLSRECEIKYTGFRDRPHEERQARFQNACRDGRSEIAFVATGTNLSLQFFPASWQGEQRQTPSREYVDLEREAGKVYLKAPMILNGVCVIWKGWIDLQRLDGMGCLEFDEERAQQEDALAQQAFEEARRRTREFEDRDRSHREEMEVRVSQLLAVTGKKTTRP
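Read-out: AlphaScreen. Format: His-CBF-beta with biotinylated RUNX1 (30 nM each) preincubated 20 min, compound 15 min, Ni-chelate plus streptavidin beads 90 min; room temperature throughout.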
HttQ103 aggreg – mutant huntingtin aggregation inhibition | PC12 HttQ103-GFP aggregates, Acumen cytometry, 40 h | Potency, µM (top dose mostly 46.1 µM), for inactives: top-dose activity change, negative = inhibition, actives largely listed as inhibitors | 220,000 tested, 1.1% active | AID 1688; further: potency means the concentration at half of the fitted maximal effect; on the % scale 0 is the no-effect control and ±100 the full control effect; nearly all actives have a fitted effect of over 60% in size
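Aggregate formation scored by laser-scanning cytometer (488 excitation, 500–530 emission) in lysed PC12 cells expressing Q103-GFP after 100 nM tebufenozide induction; library tested in dose series, with ATPLite reagent added in the multiplex.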
L3MBTL1 inh – L3MBTL1 (human) inhibition | Q9Y468 | AlphaScreen L3MBTL1–H3K9me1 peptide binding | Potency, µM (top dose mostly 57.1 µM), for the others: top-dose activity, negative = inhibition, actives largely listed as inhibitors | 230,000 tested, 0.66% active | AID 485360; further: potency means the concentration at half of the fitted maximal effect; on the % scale 0 is the no-effect control and ±100 the full control effect; nearly all actives have a fitted effect of over 60% in size
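L3MBTL1 50 nM + b-AHA-H3(1-15)K9me1 75 nM, 30 min RT; compound added, 30 min RT; streptavidin donor/Ni-chelate acceptor beads 10 ug/mL each final, 30 min RT dark; AlphaScreen read.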
IMPase Li cell – membrane-permeable IMPase blocker, potentiated with lithium. CHO-M1 cells, IP1 TR-FRET (IP-One), carbachol + lithium. Potency, µM (highest dose often 59.4 µM), inactives show top-dose activity, negative = IMPase inhibition, hits mostly inhibitors. 210,000 tested, 0.35% active;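 further: IP1 builds up when IMPase is blocked and the TR-FRET signal falls; potency means the concentration at half of the fitted maximal effect; plate controls were basal vehicle for no effect and high inhibitor control for full effect; nearly all actives have a fitted effect of over 50% in size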
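Concentration–response in CHO-M1 cells, lithium-potentiated; 30 min at 37C. IP1 detected by competitive TR-FRET after 10 min lysis at RT. Hill-fitted AC50.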
Luc counter – blocks Kinase-Glo luciferase, a counter-screen artifact | AID 1379 | 200,000 tested, 0.28% active | Q27757 | Kinase-Glo luciferase, ATP luminescence, 8 min | Potency, µM (series often up to 38.3 µM), inactives show at the highest dose activity change, negative = inhibition, most hits filed as inhibitors; further: potency means the concentration at half of the fitted maximal effect; on the % scale 0 is the no-effect control and ±100 the full control effect; nearly all actives have a fitted effect of over 60% in size
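Compounds were added to a substrate mix at pH 7.2 (50 mM imidazole, 10 uM ATP, within the enzyme's linear range), followed by Kinase-Glo detection reagent; luminescence was measured after 8 minutes at ambient temperature.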
An asterisk follows results filed as active; ? = inconclusive; · = not tested or not shown; [ ] = remark or other dose. The call rests on the fitted dose curve; in most records, active means well fitted curve in the direction sought with a large enough effect; inconclusive means small, poorly fitted or top-dose-only effect, or another doubt; inactive means no such curve, though single readings can be large; an effect the other way counts as inactive or inconclusive. Not all compounds are listed; rates above refer to the full screens.

item	Compound	NPSR antag	Epigenetic derep	CBFb RUNX1 block	HttQ103 aggreg	L3MBTL1 inh	IMPase Li cell	Luc counter
1	FC(F)(F)c1cccc(N2CCN(Cc3cccnc3)CC2)c1	6%[46.1 µM]	1.4%	9%	0%	-6%	14%[38.3 µM]	1%
2	O=c1cc(CSc2ccc(S(=O)(=O)N3CCCCC3)cn2)nc2sccn12	-13%[46.1 µM]	?	4%	0%	·	16%[38.3 µM]	3%
3	O=C(NCC(=O)N(Cc1cccs1)C(C(=O)NC1CCCCC1)c1cccnc1)c1ccco1 (stereo unspecified)	-10%[46.1 µM]	1.2%	11%	-13%	10%	5%	-2%
4	Cc1ccc(C)c(-n2c3nc(=O)[nH]c(=O)c-3cc3cc([N+](=O)[O-])ccc32)c1	-16%	0.9%	3%	4%	?	20%	-6%
5	CCCn1cnc2cc(NCc3cccc(OC)c3)ccc21	-11%[46.1 µM]	1.6%	2%	2%	-15%	27%[38.3 µM]	-2%
6	Cc1cc(C)nc(Nc2nc(C)c3cc4c(cc3n2)OCO4)n1	-5%[46.1 µM]	1.1%	6%	-17%	-15%	-5%[38.3 µM]	0%
7	COc1cc2c(cc1OC)CN(CC(=O)Nc1ccccc1C#N)CC2	-14%[46.1 µM]	-4.7%	-4%	5%	·	7%[38.3 µM]	-9%
8	COc1ccc2[nH]cc(C(O)CN3CCC(C(N)=O)CC3)c2c1 (stereo unspecified)	-8%[46.1 µM]	-1.1%	9%	14%	3%	0%[38.3 µM]	-5%
9	Cc1ccc(N2C(=O)CSC2c2cccs2)cc1 (stereo unspecified)	7%[46.1 µM]	-0.8%	5%	-11%[9.22 µM]	1%	-1%[38.3 µM]	-4%
10	Cc1cc(-c2cccs2)c2c(N)c(C(=O)c3ccc4c(c3)OCO4)sc2n1	-37%	-1.0%	4%	14%	97%[activator]	-17%	4%
11	Cc1cc(NC(=O)CCCC(=O)Nc2ccc(F)cc2)no1	-1%[46.1 µM]	-1.1%	2%	-3%	0%	2%	-1%
12	Fc1cc(F)c2nc(Nc3nc4cc5c(cc4s3)OCO5)sc2c1	1%	3.0%	?	?	-14%	-5%	0%
13	CC(NC(=O)CCl)c1ccccc1Br (stereo unspecified)	-2%	-0.6%	12%	?	·	·	·
14	O=C(COC(=O)c1cc([N+](=O)[O-])ccc1NCCO)c1ccccc1	8%	-1.1%	0%	5%	-9%	-2%	-3%
15	CCCCNC(=O)CN1C(=O)NC2(CCCc3ccccc32)C1=O (stereo unspecified)	-2%[46.1 µM]	0.0%	2%	7%	6%	-5%[38.3 µM]	-3%
16	COc1ccc(CN2CCN(CCc3ccccc3)C(CCO)C2)cc1Cn1cncn1 (stereo unspecified)	-3%	0.1%	16%	-23%[9.22 µM]	-5%	24%	-5%
17	CC(C)c1cccc(C(C)C)c1OCCCCN1CCCC1	1%[46.1 µM]	-0.2%	1%	4%	·	26%[38.3 µM]	-5%
18	Cc1csc(NC(=O)CSc2nnc(-c3ccc(S(=O)(=O)N4CCCC4)cc3)o2)n1	-14%[46.1 µM]	0.7%	4%	4%	12%	-1%[38.3 µM]	0%
19	Cc1ccc(SCC(=O)NC(=O)c2ccc(S(=O)(=O)N(C)C)cc2)cc1C	16%	0.0%	-10%	-3%	-8%	-6%	-7%
20	CCO[C@H]1O[C@@H]([C@H](COCc2ccccc2)OCc2ccccc2)[C@@H](OCc2ccccc2)[C@H]1O	·	-0.3%[16.9 µM]	11%[21.7 µM]	5%[20.6 µM]	·	-3%	0%[17.1 µM]
21	COc1c(C)cc(C(=O)C2CCCN(C(=O)c3ccoc3)C2)cc1C (stereo unspecified)	12%	1.4%	-11%	11%[9.22 µM]	-5%	10%	2%
22	COC(=O)c1ccccc1NC(=O)c1ccnn1C	5%	-0.1%	17%	6%[9.22 µM]	3%	0%	·
23	NCCCC[C@H]1CNC(=S)N1CC1CCCCC1	-28%	1.5%	10%	17%[9.22 µM]	4%	-4%	·
24	Cc1cc(C)c2c(c1)c(C)cc1nnc(SCC(=O)c3cccs3)n12	5%[46.1 µM]	0.9%	3%	-9%	3%	-5%[38.3 µM]	-3%
25	O=C(COC(=O)CCc1nc2ccccc2c(=O)[nH]1)NC(=O)NC1CCCC1	-2%	0.0%	5%	9%	-4%	-5%	-3%
26	COc1ccc(C(=S)N2CCN(c3cccc(Cl)c3)CC2)c(OC)c1	-19%	1.1%	-23%	-10%	-19%	17%	-1%
27	Cc1c(CNCCc2ccc(Cl)cc2)c(C(=O)O)c(C)n1Cc1ccccc1	-21%	1.1%	-7%	14%	2%	8%	0%
28	CC(C)[C@@H]1N[C@]2(C(=O)Nc3ccccc32)[C@@H]2C(=O)N(c3cccc(C(F)(F)F)c3)C(=O)[C@@H]21	-6%[46.1 µM]	-0.7%	5%	12%	4%	-10%[38.3 µM]	-2%
29	N#Cc1ccsc1NC(=O)CN1CCN(S(=O)(=O)c2ccc3ccccc3c2)CC1	-10%	1.0%	-12%	12%	2%	-6%	-3%
30	Cc1ccc(S(=O)(=O)c2ccccc2)cc1S	9%	11%	-4%	-2%	·	6%	0%

Only NPSR antag and CBFb RUNX1 block, for some of the entries so far:
#	SMILES	NPSR antag	CBFb RUNX1 block
15	CCCCNC(=O)CN1C(=O)NC2(CCCc3ccccc32)C1=O (stereo unspecified)	-2%[46.1 µM]	2%
16	COc1ccc(CN2CCN(CCc3ccccc3)C(CCO)C2)cc1Cn1cncn1 (stereo unspecified)	-3%	16%
17	CC(C)c1cccc(C(C)C)c1OCCCCN1CCCC1	1%[46.1 µM]	1%

Random excerpt: 2 compounds from above.
item	Compound	NPSR antag	Epigenetic derep	CBFb RUNX1 block	HttQ103 aggreg	L3MBTL1 inh	IMPase Li cell	Luc counter
7	COc1cc2c(cc1OC)CN(CC(=O)Nc1ccccc1C#N)CC2	-14%[46.1 µM]	-4.7%	-4%	5%	·	7%[38.3 µM]	-9%
15	CCCCNC(=O)CN1C(=O)NC2(CCCc3ccccc32)C1=O (stereo unspecified)	-2%[46.1 µM]	0.0%	2%	7%	6%	-5%[38.3 µM]	-3%

Complete entries, looked up by structure.
`N#Cc1ccsc1NC(=O)CN1CCN(S(=O)(=O)c2ccc3ccccc3c2)CC1` across the screens: NPSR antag = -10%; Epigenetic derep = 1.0%; CBFb RUNX1 block = -12%; HttQ103 aggreg = 12%; L3MBTL1 inh = 2%; IMPase Li cell = -6%; Luc counter = -3%
`COc1ccc(CN2CCN(CCc3ccccc3)C(CCO)C2)cc1Cn1cncn1` (stereo unspecified) across the screens: NPSR antag = -3%; Epigenetic derep = 0.1%; CBFb RUNX1 block = 16%; HttQ103 aggreg = -23%[9.22 µM]; L3MBTL1 inh = -5%; IMPase Li cell = 24%; Luc counter = -5%

(more compounds)
Keys – A = NPSR antag; B = Epigenetic derep; C = CBFb RUNX1 block; D = HttQ103 aggreg; E = L3MBTL1 inh; F = IMPase Li cell; G = Luc counter
31: CC(=O)c1ccc(NS(=O)(=O)c2ccc(N/C=C/C(=O)c3ccc(F)cc3)cc2)cc1
  A: -17%	B: 13%	C: 13%	D: -19%[9.22 µM]	E: ·	F: ·	G: ·
32: CCN(CC)c1ccc(NC(=O)COc2ccccc2C#N)cc1S(=O)(=O)Nc1ccc(OC)cc1
  A: 1%	B: 1.3%	C: 6%	D: 13%	E: -11%	F: 3%	G: 0%
33: Clc1ccc(-c2noc(CN3CCCC3)n2)cc1
  A: 13%[46.1 µM]	B: 0.0%	C: -2%	D: ?	E: -3%	F: 1%[38.3 µM]	G: -3%
34: Cn1c(=O)c2c(nc(SCCN3CCOCC3)n2Cc2ccccc2Cl)n(C)c1=O
  A: -9%[46.1 µM]	B: 0.0%	C: 4%	D: -16%	E: -5%	F: 7%	G: 1%
35: Cc1ccc(NC(=O)CSC2=NCCN2)cc1
  A: 21%	B: 1.1%	C: 2%	D: 9%	E: 4%	F: -2%	G: -1%
36: COc1ccc(-c2nc(CCNC(=O)c3ccco3)cs2)cc1OC
  A: 9%	B: -1.0%	C: 3%	D: 4%	E: -7%	F: 5%	G: 8%
37: CC1C[N+](=C2C=C(N3CCOCC3)CC(C)(C)C2)CC(C)O1 (stereo unspecified)
  A: -7%	B: -3.1%	C: 16%	D: 23%[9.22 µM]	E: ·	F: ·	G: ·
38: CC(C)[C@H](N)C(=O)OCCOCn1cnc2c(=O)[nH]c(N)nc21
  A: ·	B: 0.0%	C: -11%	D: -2%	E: 2%	F: 9%	G: 2%[39.9 µM]
39: COc1cccc(CNc2ccc([N+](=O)[O-])c(NCC(=O)O)n2)c1
  A: 1%	B: 1.1%	C: 0%	D: -10%	E: 3%	F: 6%	G: 2%
40: CC1(C)OC2CC3C4CCC5=CC(=O)CCC5(C)C4(F)C(O)CC3(C)[C@]2(C(=O)CCl)O1 (stereo partly specified)
  A: ·	B: -0.3%	C: 1%	D: ·	E: ·	F: -5%	G: -1%
41: O=C(CCCc1c[nH]c2ccccc12)N1CCOCC1
  A: -1%[46.1 µM]	B: 1.3%	C: 4%	D: 1%	E: 1%	F: 5%[38.3 µM]	G: -1%
42: CCN1CNC(=S)N(CCc2ccccc2)C1
  A: 0%[46.1 µM]	B: 1.0%	C: 1%	D: 11%	E: 4%	F: 1%	G: 2%
43: COc1ccc(C(CCN2CCOCC2)c2c(OC)cc(OC)c3c(-c4ccccc4)cc(=O)oc23)cc1 (stereo unspecified)
  A: ·	B: -2.1%[40.7 µM]	C: -10%	D: ·	E: -16%	F: 3%	G: 1%[39.9 µM]
44: CNC(=O)c1c2c(nc3ccc(Br)cc13)CCCC2
  A: -27%	B: -1.4%	C: 5%	D: 11%	E: 13%	F: ?	G: 7%

Compound activity as filed in PubChem.
